# High-throughput results deposited in PubChem by several laboratories.
# mABHD4 FP = inhibitors of mouse ABHD4 | Q8VD66 | purified mABHD4, FP-Rh probe fluorescence polarization | inhibition, % at 8.92 µM | 370,000 compounds, 0.54% hits;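 active = inhibition exceeding the mean over every tested compound plus 3 SD, cut at about 30% in these data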;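 note: 0% = plate median of compound wells and 100% = S159A mutant with DMSO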
#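 Assay system: mABHD4 protein; medium: HEPES pH 7.0, NaCl, Pluronic buffer; dosing: 8.92 µM, single dose; schedule: 45 min + 60 min at 25 °C; signal: FP readout, ex 525 nm / em 598 nm; read-out: normalized percent inhibition of probe labeling; repeats: single replicate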
# SIAE primary = inhibitors of human sialic acid acetylesterase SIAE; Q9HAT2; SIAE FP-Rh probe binding, fluorescence polarization; inhibition, % at 9.66 µM; 370,000 compounds, 0.69% hits;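 active = inhibition above a cutoff: mean of compounds within the control limits plus 3 SD of those, cut at about 17% in these data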;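 note: 0% = plate median of compound wells and 100% = probe without SIAE protein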
# TCR CD3 inh = inhibitors of human TCR-CD3 interaction. inhibition, % at 9.4 µM. TAMRA-labeled TCR probe fluorescence, biochemical. 360,000 compounds, 0.37% hits; in the data active = inhibition above about 19%;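 note: recombinant mutant TCR 2C K166C tagged with TAMRA read by polarization; 0% = receptor in buffer alone and 100% = receptor with positive control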
# UHRF1 binding = blocks human UHRF1 binding to methylated DNA. Q96T88. UHRF1 binding to methylated oligo, TR-FRET. inhibition, % at 4.4 µM. 370,000 compounds, 0.75% hits. AID 687016; in the data active = inhibition above about 21%;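 note: UHRF1 SRA domain binding a hemimethylated CpG hairpin DNA probe; 0% = median of test compound wells and 100% = reference inhibitor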
# MBD2 DNA inh = blocks human MBD2 binding to methylated DNA; Q9UBB5; TR-FRET, MBD2 binding to methylated oligonucleotide; inhibition, % at 4.4 µM; 370,000 compounds, 0.31% hits; AID 686964; in the data active = inhibition above about 13%
# Target sequence (Q9UBB5 whole entry, looked up): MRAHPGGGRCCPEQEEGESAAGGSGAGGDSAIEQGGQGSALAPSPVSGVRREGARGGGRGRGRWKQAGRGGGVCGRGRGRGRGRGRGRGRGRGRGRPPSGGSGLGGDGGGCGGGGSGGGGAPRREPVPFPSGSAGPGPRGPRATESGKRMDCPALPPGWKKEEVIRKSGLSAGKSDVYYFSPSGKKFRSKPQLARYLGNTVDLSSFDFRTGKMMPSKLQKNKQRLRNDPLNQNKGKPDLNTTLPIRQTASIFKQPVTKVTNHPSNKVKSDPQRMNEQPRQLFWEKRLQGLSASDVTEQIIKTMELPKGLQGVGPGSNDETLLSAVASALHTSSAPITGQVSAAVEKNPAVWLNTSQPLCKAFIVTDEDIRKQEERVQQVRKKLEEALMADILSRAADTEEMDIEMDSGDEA
# PRMT1 inh = blocks human protein arginine methyltransferase 1; Q99873; AID 652257; recombinant PRMT1, activity-based probe fluorescence polarization; inhibition, % at 2.79 µM; 370,000 compounds, 1.3% hits;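 active = inhibition above about 21% made by adding two undisclosed values, limit read from the data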
# NPR2 activator = GC-B (human) receptor activation; HEK293-GC-B cells, CNP EC30, cGMP TR-FRET; 0% at EC30 CNP, 100% saturating CNP; activation, % at 10 µM; 370,000 compounds, 0.11% hits;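 active = activation at 10 µM reaching about 35% in either raw or pattern-adjusted values, limit read from the data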
# rCAG RNA binder = r(CAG) repeat RNA binding | TO-PRO-1 dye displacement fluorescence | inhibition, % at 3 µM | 370,000 compounds, 1.3% hits | AID 651821;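 active = inhibition above the plate cutoff, the mean of all test compounds on that plate plus 3 SD, cut at about 35% in these data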;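 note: 0% = DMSO alone and 100% = 100 µM mitoxantrone as full dye displacement; higher means more dye released from RNA so lower well fluorescence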
# HTRA1 inh = inhibitors of human serine peptidase HTRA1; AID 504803; inhibition, % at 5.96 µM; 340,000 compounds, 0.5% hits; Q92743; recombinant HTRA1, FP-rhodamine activity-based probe, fluorescence polarization; in the data active = inhibition above about 36%;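 note: 0% = enzyme with DMSO and 100% = wells lacking enzyme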
# NPR1 activator = GC-A (human) enzyme activation; P16066; HEK293 GC-A cells, cGMP TR-FRET, EC30 ANP; 0% at EC30 ANP, 100% saturating ANP; activation, % at 10 µM; 370,000 compounds, 0.14% hits; AID 1671463; in the data active = activation above about 40%
# Starred values were filed as active, the others as inactive; . = not tested or not shown. Some of the compounds tested; the hit share may differ from the screen's.
molecule	mABHD4 FP	SIAE primary	TCR CD3 inh	UHRF1 binding	MBD2 DNA inh	PRMT1 inh	NPR2 activator	rCAG RNA binder	HTRA1 inh	NPR1 activator
CN(CC(=O)Nc1c(Cl)cccc1Cl)C(=O)c1cccc(S(=O)(=O)NCc2ccccc2)c1	-0.5	3.0	6.2	-0.3	-6.2	0.5	3.9	-0.5	-2.3	0.7
O=C(Nc1ccc(O)cc1)/C(=C\C=C\c1ccccc1)NC(=O)c1ccccc1	-0.9	0.7	-1.2	1.0	-2.1	3.2	9.9	6.6	-7.5	-4.9
CCOc1ncccc1C(=O)OCC(=O)N1CCC(C)CC1	-4.0	7.9	0.4	-0.5	-4.4	-3.0	0.5	-0.3	4.3	4.4
COc1ccc(Cl)cc1C(=O)OCC(=O)c1c(N)n(C)c(=O)n(C)c1=O	-2.7	-1.5	6.0	0.5	-0.6	0.5	4.2	0.2	-1.5	4.1
CCOC(=O)c1cn(Cc2ccc(Cl)cc2Cl)c2cc(C)nn2c1=O	-10.4	3.2	-7.5	1.9	8.8	3.1	10.9	-2.2	-5.4	8.2
Cc1ccc(OCCOC(=O)c2cccc(S(=O)(=O)N3CC(C)OC(C)C3)c2)cc1 (stereo unspecified)	-14.8	-7.3	6.3	-1.2	-0.6	2.9	10.7	-0.1	-5.6	1.1
Cc1cc(S(=O)(=O)N2CCOCC2)c(C)s1	4.3	3.3	-5.4	-0.1	7.6	2.0	-0.9	0.4	0.2	-0.7
Cc1cc(C(=O)OCC(=O)NC(C)(C)C)c2ccccc2n1	-2.5	6.1	1.4	-3.0	-5.8	-1.6	-1.3	-4.7	-2.4	-0.7
O=C(NCc1ccc2c(c1)OCO2)C1CCC(CNc2c(N3CCCC3)c(=O)c2=O)CC1 (stereo unspecified)	2.1	2.5	2.8	-1.5	-2.5	-2.7	-9.2	1.7	5.0	-1.6
c1csc(CSc2nc3ccccc3s2)c1	3.3	3.5	1.8	1.6	-2.4	-0.8	-5.2	-1.4	-19.5	-1.7
COc1ccc(C(C(=O)NC2CCCCC2)N(Cc2ccco2)C(=O)CNC(=O)c2ccco2)cc1 (stereo unspecified)	-2.7	-6.7	1.5	0.6	2.1	-1.5	-2.6	-4.2	-4.0	-5.6
CC(C)c1ccc(C2c3[nH]c4ccccc4c3C[C@H]3C(=O)N(c4ccccc4C(=O)N4CCC(C(=O)O)CC4)C(=O)N23)cc1 (stereo partly specified)	-3.3	-12.8	4.1	-0.7	0.1	1.8	1.9	42.0*	-6.5	-0.1
COc1cccc(OC)c1C(=O)NC(=S)NCc1ccccc1	-4.1	-2.0	-2.2	1.4	-0.4	2.9	-0.5	5.6	2.1	0.7
COC(=O)C1C(=O)C2=C(CC1C)NC(=O)CC2c1ccc(F)cc1 (stereo unspecified)	-0.9	-4.5	0.5	-0.7	-2.1	3.8	2.4	-2.5	-1.6	-3.7
COc1ccc2[nH]c3c(c2c1)CCN1C(=O)C(CC(=O)NCCc2ccccn2)C[C@H](C(=O)N2CCCCC2)[C@@]31CCc1ccccc1 (stereo partly specified)	5.2	-4.7	1.5	-0.2	4.9	-1.4	-6.8	10.1	-6.5	-8.9
COC(=O)c1cccc(C(=O)N2CCCC(Nc3ccc(C)c(C)c3)C2)c1 (stereo unspecified)	1.6	-1.4	-4.0	0.0	3.6	1.6	-3.5	-2.4	2.6	-0.4
C/C=C1\NC(=O)[C@H](C)NC(=O)[C@@H](NC(=O)[C@H](Cc2ccc(O)cc2)NC(=O)[C@@H](NC(=O)/C(C)=C/C)C(C)C)[C@@H](C)OC(=O)[C@H](CC(C)C)NC(=O)[C@@H](CCC(=O)O)NC1=O	5.7	8.7	-0.4	11.4	2.3	3.1	-0.5	24.5	.	1.4
COc1ccc(-n2c(SCC(=O)Nc3ccc([N+](=O)[O-])cc3OC)nc3ccccc32)cc1	-3.8	-4.3	3.5	0.4	0.5	-3.0	3.6	2.5	-2.1	-0.2
CCOc1ccccc1Oc1c(C)oc2c(CN3CCN(CCO)CC3)c(O)ccc2c1=O	0.1	0.4	-0.1	3.1	2.4	-0.6	8.8	-1.0	8.8	4.2
COc1ccc(CN(C)CC2CCCN(CCc3ccc(F)cc3)C2)c(OC)c1OC (stereo unspecified)	0.0	-9.4	9.8	-1.7	2.3	-3.6	-4.7	-11.2	10.7	-4.8
CCN1CCN(c2nc3sc4c(c3c3ncnn23)CC(C)CC4)CC1 (stereo unspecified)	4.2	3.2	0.8	-3.3	0.4	-1.8	3.2	-7.0	-6.4	9.5
COc1ccccc1NC(=O)CCSc1ccc(C)cc1	-6.3	-6.8	-3.5	2.3	1.5	2.8	-1.5	-8.0	-3.8	2.2
COc1ccc(-c2[nH]ncc2C=O)cc1OC	1.3	3.4	6.0	-3.5	2.0	-0.8	3.0	-2.6	1.3	4.6

# In the list so far, these have sulfur:
molecule	mABHD4 FP	SIAE primary	TCR CD3 inh	UHRF1 binding	MBD2 DNA inh	PRMT1 inh	NPR2 activator	rCAG RNA binder	HTRA1 inh	NPR1 activator
CN(CC(=O)Nc1c(Cl)cccc1Cl)C(=O)c1cccc(S(=O)(=O)NCc2ccccc2)c1	-0.5	3.0	6.2	-0.3	-6.2	0.5	3.9	-0.5	-2.3	0.7
Cc1ccc(OCCOC(=O)c2cccc(S(=O)(=O)N3CC(C)OC(C)C3)c2)cc1 (stereo unspecified)	-14.8	-7.3	6.3	-1.2	-0.6	2.9	10.7	-0.1	-5.6	1.1
Cc1cc(S(=O)(=O)N2CCOCC2)c(C)s1	4.3	3.3	-5.4	-0.1	7.6	2.0	-0.9	0.4	0.2	-0.7
c1csc(CSc2nc3ccccc3s2)c1	3.3	3.5	1.8	1.6	-2.4	-0.8	-5.2	-1.4	-19.5	-1.7
COc1cccc(OC)c1C(=O)NC(=S)NCc1ccccc1	-4.1	-2.0	-2.2	1.4	-0.4	2.9	-0.5	5.6	2.1	0.7
COc1ccc(-n2c(SCC(=O)Nc3ccc([N+](=O)[O-])cc3OC)nc3ccccc32)cc1	-3.8	-4.3	3.5	0.4	0.5	-3.0	3.6	2.5	-2.1	-0.2
CCN1CCN(c2nc3sc4c(c3c3ncnn23)CC(C)CC4)CC1 (stereo unspecified)	4.2	3.2	0.8	-3.3	0.4	-1.8	3.2	-7.0	-6.4	9.5
COc1ccccc1NC(=O)CCSc1ccc(C)cc1	-6.3	-6.8	-3.5	2.3	1.5	2.8	-1.5	-8.0	-3.8	2.2
